# EBI2 antag: blocks human EBI2 receptor beta-arrestin signaling; 360,000 compounds, 0.81% hits; P32249; inhibition, % at 5 µM; AID 651636; EBI2 beta-arrestin recruitment, luminescence, 7a,25-OHC stimulated; in the data active = inhibition above about 38%;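 note: enzyme fragment complementation signal reports receptor beta-arrestin coupling in cells; 0% = agonist plus DMSO wells and 100% = wells without agonist; some results beyond the cut were filed as inactive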
# Target sequence (P32249 whole entry, looked up, the tested form may be a part): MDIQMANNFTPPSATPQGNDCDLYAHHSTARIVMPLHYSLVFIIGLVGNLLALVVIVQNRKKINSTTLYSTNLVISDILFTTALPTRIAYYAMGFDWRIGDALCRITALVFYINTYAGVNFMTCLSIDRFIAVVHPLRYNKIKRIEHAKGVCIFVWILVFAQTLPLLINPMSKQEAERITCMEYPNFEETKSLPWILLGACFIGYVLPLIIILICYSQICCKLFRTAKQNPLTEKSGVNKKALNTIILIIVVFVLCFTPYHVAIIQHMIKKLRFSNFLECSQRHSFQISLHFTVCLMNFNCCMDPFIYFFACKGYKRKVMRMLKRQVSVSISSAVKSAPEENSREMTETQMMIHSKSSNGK
# Gli-Sufu block: blocks Gli-Sufu signaling in a luciferase reporter | 340,000 compounds, 0.74% hits | inhibition, % at 5 µM | Sufu-KO-LIGHT fibroblasts, Gli luciferase reporter luminescence;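 active = inhibition above about 55%, limit read from the data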;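 note: 0% = DMSO-treated cells and 100% = wells with medium but no cells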
# 697 NFkB inh: inhibitors of the PMA/ionomycin-induced NF-kB reporter in 697 B cells | 330,000 compounds, 0.33% hits | AID 435022 | 697 B-cell NF-kB luciferase reporter, 16 h | inhibition, % at 4 µM; in the data active = inhibition above about 35%
# CXCR6 inh: CXCR6 (human) receptor inhibition; O00574; CHO-K1 PathHunter CXCR6 beta-arrestin, luminescence; inhibition, % at 20 µM; 360,000 compounds, 0.36% hits; AID 602244; in the data active = inhibition above about 34%, passing the limit was not always enough;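 note: antagonist mode with CXCL16 agonist at 10 nM final; 0% = 10 nM CXCL16 with DMSO and 100% = unstimulated wells without agonist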
# Target sequence (O00574 whole entry, looked up): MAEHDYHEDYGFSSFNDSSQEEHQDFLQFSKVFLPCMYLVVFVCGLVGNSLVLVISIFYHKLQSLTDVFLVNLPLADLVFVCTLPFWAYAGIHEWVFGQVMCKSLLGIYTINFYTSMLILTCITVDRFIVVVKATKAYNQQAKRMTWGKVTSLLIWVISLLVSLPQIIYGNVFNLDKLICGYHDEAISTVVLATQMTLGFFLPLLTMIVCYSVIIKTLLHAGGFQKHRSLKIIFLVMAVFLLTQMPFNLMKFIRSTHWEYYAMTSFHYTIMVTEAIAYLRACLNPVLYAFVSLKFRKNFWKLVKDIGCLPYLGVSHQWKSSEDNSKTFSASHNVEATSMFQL
# CCR6 antag: antagonists of human CCR6 receptor; 340,000 compounds, 0.49% hits; inhibition, % at 20 µM; AID 493098; CHO-K1 CCR6 PathHunter beta-arrestin, luminescence, CCL20-stimulated; P51684;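 active = compounds whose inhibition of the agonist-driven luminescence signal at 20 µM reaches about 50%, limit read from the data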;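 note: cells stimulated with CCL20 at 14 nM final; plate controls were DMSO with CCL20 for no effect and DMSO without agonist for full effect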
# Target sequence (P51684 whole entry, looked up): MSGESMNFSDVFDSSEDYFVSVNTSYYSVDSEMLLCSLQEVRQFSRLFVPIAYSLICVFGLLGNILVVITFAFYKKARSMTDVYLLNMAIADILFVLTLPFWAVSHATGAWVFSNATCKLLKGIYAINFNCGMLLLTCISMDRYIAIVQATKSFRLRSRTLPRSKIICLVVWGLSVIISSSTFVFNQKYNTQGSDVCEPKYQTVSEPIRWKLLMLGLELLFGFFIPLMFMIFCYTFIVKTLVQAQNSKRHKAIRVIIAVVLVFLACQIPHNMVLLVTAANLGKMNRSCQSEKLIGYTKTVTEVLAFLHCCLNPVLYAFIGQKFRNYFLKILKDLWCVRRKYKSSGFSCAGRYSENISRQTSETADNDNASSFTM
# Jurkat NFkB inh: inhibitors of the PMA/ionomycin-induced NF-kB reporter in Jurkat cells. inhibition, % at 4 µM. 330,000 compounds, 0.53% hits. AID 435003. PMA/ionomycin-induced NF-kB luciferase reporter, luminescence; in the data active = inhibition above about 50%
# APJ antag: blocks the human apelin receptor APJ; P35414; CHO-K1 APJ beta-arrestin complementation, luminescence; inhibition, % at 20 µM; 330,000 compounds, 0.32% hits; AID 2521;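 active = inhibition above about 40% at 20 µM, limit read from the data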;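 note: cells challenged with 10 nM apelin-13 agonist together with compound; plate controls were apelin-13 plus DMSO wells for no effect and DMSO wells lacking apelin-13 for full effect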
# UBC13 polyUb: human UBC13 polyubiquitination inhibition; UBC13 polyubiquitin chain formation, TR-FRET; AID 485273; P61088; 330,000 compounds, 0.47% hits; inhibition, % at 20 µM; in the data active = inhibition above about 45%, passing the limit was not always enough; inconclusive = no clear call, values can overlap the other calls
# The depositor's hits bear a star; u = inconclusive; x = not tested or not shown.
Structure	EBI2 antag	Gli-Sufu block	697 NFkB inh	CXCR6 inh	CCR6 antag	Jurkat NFkB inh	APJ antag	UBC13 polyUb
CCCCNC(=O)c1c(CSc2ccc(Cl)cc2)noc1C(=O)NCCC	3	6	6	-1	8	8	19	18
COc1ccc(C(F)(F)F)cc1N/C=C/c1nnnn1-c1ccc2ccccc2c1	-8	4	2	10	0	-18	-13	1
CCOc1nc(SCCOc2ccccc2)nc(N(C)C)n1	5	-8	-2	-13	12	-3	19	4
O=C(NCC1CCCO1)C1CC1(c1ccccc1)c1ccccc1 (stereo not drawn)	6	-2	-6	3	14	-5	-8	-2
Cc1c(Cl)c([N+](=O)[O-])nn1CC(=O)N1CCCc2ccccc21	0	-7	15	6	2	-7	4	8
CCc1cc(=O)oc2cc(C)cc(O)c12	-3	9	2	0	4	4	14	u
CC(=O)Nc1c(C)nn(C(C)=O)c1C	-5	3	14	-8	7	11	-15	10
Cc1ccccc1COc1ccc(/C=C(\C#N)C(N)=O)cc1	-7	-7	4	-4	-6	-32	-16	8
CC(=O)c1c(C)[nH]c(C(=O)OCC(=O)Nc2cc(Cl)ccc2[N+](=O)[O-])c1C	-2	5	-11	-5	-32	5	-16	15
CCc1sc(C(=O)N2CCN(c3ccc(F)cc3)CC2)cc1C	7	-43	-1	10	8	-2	18	2
CCN1CCc2c(OCC(=O)N3CCCc4ccccc43)cccc2C1=O	-7	10	2	0	7	5	14	6
CCOC(=O)C1=C(O)/C(=C/c2ccc(OCC(=O)O)c(OCC)c2)SC1=Nc1ccccc1	7	2	9	14	15	-9	3	-21
CC(=O)Nc1cccc(N(C)C)c1	-7	-24	11	-4	0	-7	-19	0
CC(=O)Nc1ncc(Sc2ccc([N+](=O)[O-])cc2)s1	4	-1	x	-8	7	x	x	x
CNC(=O)c1nn(-c2ccccc2)ccc1=O	-8	7	18	2	4	14	11	3
COCCNC(=O)c1cc(-c2ccccc2C)nn1CC1CC(c2cccnc2)=NO1 (stereo not drawn)	-12	-4	-11	1	3	9	7	-12
COc1ccc(CNC(=O)c2ccc3c(c2)N(C)CCS3)cc1	2	-3	3	0	1	-3	17	23
CCOC(=O)Cc1csc(NC(=O)c2sc3nc4ccc(CC)cc4cc3c2N)n1	1	15	-13	1	25	-3	-13	-5
Cc1ccccc1N1C(N)=NC(N)=NC1(C)C	x	1	2	x	-4	-7	11	4
CC(C(=O)Nc1ccccc1-c1ccccc1)N(C)Cc1nc2ccccc2c(=O)[nH]1 (stereo not drawn)	-3	4	3	5	-2	29	14	2

# (more compounds)
Structure	EBI2 antag	Gli-Sufu block	697 NFkB inh	CXCR6 inh	CCR6 antag	Jurkat NFkB inh	APJ antag	UBC13 polyUb
CN(CC(=O)Nc1cccc(F)c1)C(=O)c1ccc(S(=O)(=O)N2CCCC2)cc1	-7	1	13	1	3	-12	9	-9
COc1ccc(CCNC(=O)Cn2cccc2C(=O)c2ccccc2)cc1OC	6	6	0	-3	18	-2	13	-10
COc1cc(C#Cc2c(-c3cncn3C)n(C)c3ccc(-c4ccc(OC)c(OC)c4)cc23)cc(OC)c1	34	2	18	-4	-3	-3	-11	20
CC1(C)COCN1C(=O)c1ccc(Cl)c(Cl)c1	-4	3	4	11	6	-2	4	11
CC(C)OCCCNC(=O)CNC(=O)c1ccc(Cl)c(Cl)c1	-10	4	4	-3	8	0	-16	12
CCC1OC(c2ccc([N+](=O)[O-])cc2)=Nc2ccccc21 (stereo not drawn)	2	x	-1	-8	5	-1	-9	-2
CC(=O)N(C1=C(N)C(=O)c2ccccc2C1=O)c1ccccc1	7	-11	8	-11	-22	4	-40	-65
CCCOC(=O)Nc1sc2c(c1C(N)=O)CCCC2	6	-30	-14	-4	11	-32	13	-4
c1ccc(COc2cccc(CNCc3cccs3)c2)cc1	-9	-2	-29	6	2	-15	-11	-4
Cc1ccc(NC2CCCN(C(=O)c3cn4cc(Cl)ccc4n3)C2)cc1C (stereo not drawn)	-1	0	-1	-2	3	-2	-1	-2
COc1ccc(Nc2nc3nonc3nc2N2CCCCC2)cc1	-10	7	5	-2	13	8	7	-5
CCOC(=O)C1=C(C)Nc2ncnn2C1c1cccnc1 (stereo not drawn)	-2	3	6	-4	-8	-2	9	4
Cc1cc(C)n(/N=C/c2cccs2)c(=O)c1C#N	6	28	-3	10	-12	19	10	-6
O=C(c1cccc2c1-c1ccccc1/C2=N/O)N1CCCCC1	15	-6	11	10	-18	8	8	12
COc1ccc(CN2C(=O)CCC2(C)C(=O)NC2CCCC2)c(OC)c1 (stereo not drawn)	-2	2	5	4	3	-4	7	1
COc1ccc(C(CNC(=O)c2ccc(NS(=O)(=O)c3ccc(F)c(C)c3)cc2)N(C)C)cc1 (stereo not drawn)	-7	12	-6	-4	6	-12	20	40
Cc1cc([N+](=O)[O-])nn1CCCC(=O)N1CCN(c2ccc(F)cc2)CC1	-7	0	6	-1	-2	-1	5	8
Cc1cc(C)n(C(=O)Cc2cn3ccsc3n2)n1	3	7	4	-2	-1	-2	-4	6
COc1cccc(CNC(=O)c2ccccc2C(=O)NC(C)(C)C(=O)NCc2cccc(OC)c2)c1	1	-3	9	3	11	11	24	3
N#C/C(=C\c1ccc(OCCN2CCOCC2)cc1)C(=O)Nc1ccccc1F	-4	2	0	-19	6	-11	-7	-16

# The last 4 entries of the part before lead into the next:
Structure	EBI2 antag	Gli-Sufu block	697 NFkB inh	CXCR6 inh	CCR6 antag	Jurkat NFkB inh	APJ antag	UBC13 polyUb
Cc1cc([N+](=O)[O-])nn1CCCC(=O)N1CCN(c2ccc(F)cc2)CC1	-7	0	6	-1	-2	-1	5	8
Cc1cc(C)n(C(=O)Cc2cn3ccsc3n2)n1	3	7	4	-2	-1	-2	-4	6
COc1cccc(CNC(=O)c2ccccc2C(=O)NC(C)(C)C(=O)NCc2cccc(OC)c2)c1	1	-3	9	3	11	11	24	3
N#C/C(=C\c1ccc(OCCN2CCOCC2)cc1)C(=O)Nc1ccccc1F	-4	2	0	-19	6	-11	-7	-16
O=C(CCC(=O)N(CC(=O)NC1CCCCC1)c1ccc2c(c1)OCCO2)Nc1ccccn1	x	x	5	x	x	5	9	-4
Cc1ccc(Oc2ccccc2/C=C/C(=O)O)cc1	-3	2	11	-2	-1	12	-4	-1
CC(C)c1ccc(C(=O)NC2=NCCS2)cc1	-11	-113	-194	2	-24	-127	6	6
COc1ccc(CN2CCC(C(=O)N3CCN(c4ccccc4F)CC3)CC2)cc1OC	-19	5	-19	-3	9	-5	6	-5
CCC(c1nnc(SCC(=O)NNC(=O)c2ccccc2)n1Cc1ccccc1)N(C)C (stereo not drawn)	73*	-7	12	4	6	19	2	1
Cc1ccccc1-n1c(SC2CCOC2=O)nnc1-c1ccncc1 (stereo not drawn)	-19	0	12	0	4	4	7	-5
O=C1N/C(=C/c2ccc(Br)s2)C(=O)N1c1ccccc1	3	-28	-22	-3	25	21	14	4
C=CCn1c(SCC#N)nc2c(c1=O)C(C)(C)Cc1ccccc1-2	16	9	-31	-22	14	-23	11	-4
O=c1c2ccccc2nc(-c2ccoc2)n1CCc1ccccc1	9	14	-37	5	3	-4	15	-2
CSc1nc2c(cnn2-c2ccccc2)c(=O)n1N	0	-17	-31	-4	-4	-17	-3	4
CN(c1ccccc1)S(=O)(=O)c1ccc(C(=O)NCc2ccccc2CN2CCCC2)cc1	-7	39	-10	11	19	5	22	8
Cc1ccc(N2C(=O)C3CCCN3C2=S)c(C)c1 (stereo not drawn)	2	7	16	-4	-3	4	-4	12
O=C(CCn1nc(-c2ccc(Cl)cc2)ccc1=O)NCc1ccccn1	-29	-5	-42	-3	8	-30	-7	-13
COc1cccc(NC(=O)CN(C)C(=O)c2cccc(NS(=O)(=O)c3ccc(Br)cc3)c2)c1	-10	1	x	-5	1	x	x	x
O=C(N/N=C/c1ccccc1O)C1SCCCS1	1	9	5	-7	13	-1	11	-6
Cc1ccc(C2Cc3cc(O)c(O)cc3CN2)cc1 (stereo not drawn)	13	15	5	-12	3	25	9	8
CC(=O)Nc1ccc(C(=O)OCC(=O)Nc2ccccc2Sc2ccccc2)cc1	17	13	-9	5	-2	-9	14	24
Cc1cc(C)cc(NC(=O)NCc2c(-c3ccccc3)noc2C)c1	9	3	0	4	2	9	11	3
COc1ccc(C(=O)NOCc2ccccc2)cc1	16	-32	-136	-3	5	-56	9	6
COC(=O)c1sc2nc(-c3ccccc3)c3c(c2c1N)CCCC3	2	44	-27	10	-13	-15	12	u

# Continuation:
Structure	EBI2 antag	Gli-Sufu block	697 NFkB inh	CXCR6 inh	CCR6 antag	Jurkat NFkB inh	APJ antag	UBC13 polyUb
C=CCNc1nnc(-c2ccncc2)s1	0	-5	-1	4	-3	-3	2	7
Cc1onc(-c2c(Cl)cccc2Cl)c1COC(=O)c1ccc(Cl)cc1	15	-1	-7	7	12	-6	21	-6
CC(=O)c1cccc(NC(=O)c2ccc(C)c(S(=O)(=O)N3CCOCC3)c2)c1	-10	-21	7	-6	3	-22	9	2
Cc1cc(C)nc(N/N=C/C2=C(O)CC(c3ccc(F)cc3)CC2=O)n1 (stereo not drawn)	57*	45	-17	60*	78*	9	23	15
COc1ccc2oc(=O)c(C(=O)N3CCc4ccccc43)cc2c1	5	-4	2	-2	5	-7	1	-6
CC1=C(C(=O)N2CCOCC2)C(c2c(F)cccc2F)NC(=O)N1 (stereo not drawn)	-10	-17	13	-3	1	-5	-4	8
COc1cc(/C=C(\C#N)C(=O)Nc2cccc3ncccc23)ccc1O	x	x	-5	x	x	-2	16	-14
c1ccc(CCNc2cnccn2)cc1	-15	5	-21	-4	7	-18	-13	5
COCCNC(=O)C1CC(=O)N(c2ccc(F)c(Cl)c2)C1 (stereo not drawn)	-5	-19	18	-2	-7	9	-78	-2
O=C(Cn1cnc2ccccc2c1=O)NCCCN1CCCC1=O	-5	-7	7	-1	-4	-12	-52	-6
COc1cccc(/C=C2\C=C(c3ccc(C)cc3)OC2=O)c1OC(C)=O	12	-4	6	3	10	-6	11	-2
Cc1ccc2c(c1)N(CC(=O)N1CCCC1)C(=O)c1cccnc1O2	-3	2	-6	10	6	12	10	0
CC(C)CC(=O)Nc1ccc2c(c1)oc1ccccc12	-11	-87	-198	-9	20	-148	5	-1
c1csc(-c2nnc(Cc3cccc4ccccc34)o2)c1	4	-22	0	4	-2	-15	-10	3
COc1ccc(N2CCN(C(=O)COC(=O)COc3cccc(C(F)(F)F)c3)CC2)cc1	-23	1	33	-9	1	4	14	4
CSc1ccc(-c2cccc([N+](=O)[O-])c2)nn1	-8	7	7	-2	9	-10	11	12
O=C(O)C1C2C=CC3(CN(C/C=C/c4ccccc4)C(=O)C13)O2 (stereo not drawn)	-8	6	27	-3	5	18	9	0
Cc1cccc(C(C)C)c1NC(=O)CN1C(=O)NC(Cc2ccccc2)C1=O (stereo not drawn)	-2	-7	0	3	15	5	24	0
Cc1cccc(NC(=O)N2CCCC(CNC(=O)c3ccccc3Cl)C2)c1C (stereo not drawn)	-14	-54	12	4	8	5	-1	10
CCOC(=O)COn1c(=O)c(=O)n(OC)c2ccccc21	-7	-5	-19	-7	11	-1	-7	0

# Remaining list, next part
Structure	EBI2 antag	Gli-Sufu block	697 NFkB inh	CXCR6 inh	CCR6 antag	Jurkat NFkB inh	APJ antag	UBC13 polyUb
O=C(OCC(=O)N1CCCC1=O)c1ccc(F)c(S(=O)(=O)N2CCOCC2)c1	-2	-8	8	8	0	-2	-32	2
COc1ccc(S(=O)(=O)N(C)C)cc1NC(=O)CCNC(=O)c1ccccc1OC	4	4	-5	-14	3	-20	-10	1
COc1cccc(C(=O)NCC2(c3ccccc3)CCCC2)c1OC	10	14	-11	-7	15	3	-4	6
CCOC(=O)C1CCN(CCC(=O)Nc2ccc(Br)cc2)CC1	7	-14	2	3	10	-9	7	10
O=C1CC(c2ccco2)CC(O)=C1C=NCCO (stereo not drawn)	1	5	12	11	-10	-15	-4	6

# Compound activity as filed in PubChem BioAssay.
